Bioassay records deposited in PubChem by PCMD.
CatB mixtures – cathepsin B inhibitors from pooled compounds, primary screen, biochemical, compound mixtures, AMC fluorescence. actives 0.06% (n = 62,000). Purified cathepsin B, AMC dipeptide fluorescence. inhibition, %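 (ten-compound pools at 5 µM per compound and 50 µM total)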. AID 488, 2006. P07858; in the data active = inhibition above about 22%, passing the limit was not always enough;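 note: 0% = enzyme without compound and 100% = no enzyme blank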
CatL block – inhibitors of human cathepsin L, biochemical | Procathepsin L (Homo sapiens), P07711 | actives 0.17% (n = 58,000) | inhibition, %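 (tested at 10 µM)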 | purified cathepsin L, fluorogenic substrate, fluorescence; in the data active = inhibition above about 45%;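 note: 0% = enzyme with no compound and 100% = no enzyme blank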
Target sequence (P07711 114-288 limits assumed): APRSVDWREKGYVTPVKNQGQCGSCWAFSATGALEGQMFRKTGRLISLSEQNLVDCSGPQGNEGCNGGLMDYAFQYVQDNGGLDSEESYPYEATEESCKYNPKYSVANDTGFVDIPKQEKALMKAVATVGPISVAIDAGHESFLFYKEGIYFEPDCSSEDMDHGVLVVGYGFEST
Target sequence (P07711 292-333 limits assumed): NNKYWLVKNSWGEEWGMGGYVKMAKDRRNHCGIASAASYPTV
AP complement – alternative complement pathway inhibitors, primary screen, biochemical, ELISA, human serum, orthogonally pooled compounds. LPS-coated ELISA, C3 deposition; tested in compound mixtures. inhibition, % at 5 µM. actives 0.08% (n = 62,000). AID 1235, 2008;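 active = inhibition above 30% in each of the two pooled mixtures holding the compound, so the lower value exceeds 30%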;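 note: 0% = serum in Mg-EGTA without compound and 100% = EDTA serum blank; some compounds past the cut are filed as inactive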
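Assay system: Human serum alternative complement pathway, C3 deposition on LPS-coated wells | Incubation: 1 h serum-compound exposure at 37 °C | Doses: 5 µM per compound in ten-compound mixtures | Read-out: Percent inhibition | Technique: ELISA with HRP anti-human C3 antibody, TMB substrate, absorbance 450 nm | Replication: Two pool placements per compound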
CatB inh – human cathepsin B inhibitors, primary screen, biochemical, fluorogenic substrate. AID 453, 2006. purified cathepsin B, fluorescence. actives 0.1% (n = 63,000). inhibition, %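 (tested at 10 µM)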. P07858; in the data active = inhibition above about 21%;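 note: 0% = enzyme with no compound and 100% = no enzyme blank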
CatG inh – human cathepsin G inhibitors, primary screen, biochemical, pooled compound mixtures, AMC fluorescence; P08311; inhibition, % at 5 µM (by protocol); actives 0.2% (n = 62,000); purified enzyme, AMC-tetrapeptide fluorescence;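 active = inhibition above 20% in each of the two mixture wells holding the compound; inactive = inhibition of 20% or less in either well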;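 note: 0% = enzyme control without mixture and 100% = blank lacking enzyme; strong numbers were not always called active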
Target sequence (P08311 21-244 limits assumed): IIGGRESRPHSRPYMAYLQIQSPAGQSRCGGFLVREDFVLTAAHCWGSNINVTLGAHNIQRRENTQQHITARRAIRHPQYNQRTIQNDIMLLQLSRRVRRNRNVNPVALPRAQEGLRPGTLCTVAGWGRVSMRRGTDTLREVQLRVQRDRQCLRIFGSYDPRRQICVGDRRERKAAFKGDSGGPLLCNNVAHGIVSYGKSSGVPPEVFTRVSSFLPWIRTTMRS
C1s block – complement C1s protease inhibitors, primary screen, biochemical, 10-compound mixtures; Complement C1s subcomponent (Homo sapiens), P09871; purified C1s, fluorogenic AMC substrate, pooled mixtures; mean inhibition % of two 10-compound mixtures (hits give high values), % at 5 µM (by protocol); actives 0.16% (n = 62,000); AID 538, 2006;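 active = inhibition above 20% in each of the two 10-compound mixture wells holding the compound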;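 note: 0% = enzyme wells lacking compound mixture and 100% = no-enzyme blank wells; some compounds called inactive have numbers as strong as hits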
CatS inh – inhibitors of human cathepsin S, biochemical, compound mixtures | AID 501, 2006 | inhibition, %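 (tested at 5 µM per compound within 10-compound mixtures)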 | actives 0.06% (n = 62,000) | recombinant cathepsin S, AMC dipeptide fluorescence, pooled mixtures | P25774; in the data active = inhibition above about 32%, passing the limit was not always enough;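 note: 0% = enzyme without compound and 100% = blank without enzyme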
Target sequence (P25774 115-331 limits assumed): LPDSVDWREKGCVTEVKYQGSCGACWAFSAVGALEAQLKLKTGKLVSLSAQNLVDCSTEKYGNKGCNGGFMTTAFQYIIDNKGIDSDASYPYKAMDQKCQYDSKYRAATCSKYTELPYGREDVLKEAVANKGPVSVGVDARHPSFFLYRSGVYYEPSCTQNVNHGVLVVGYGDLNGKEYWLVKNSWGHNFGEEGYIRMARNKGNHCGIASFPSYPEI
E coli RNAP – E. coli RNAP inhibitors, biochemical; inhibition, %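 (tested at 10 µM)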; DNA-directed RNA polymerase subunit beta (Escherichia coli (strain K12)), P0A8V2; actives 0.2% (n = 62,000); E. coli RNA polymerase, fluorescence transcription assay; in the data active = inhibition above about 20%;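 note: 0% = enzyme without compound and 100% = no enzyme blank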
FXIa mix inh – FXIa protease inhibitors in compound pools, primary screen, biochemical, 10-compound mixtures. Coagulation factor XI (Homo sapiens), P03951. purified FXIa, fluorogenic substrate, pooled mixtures. inhibition, % at 5 µM. actives 0.19% (n = 62,000); in the data active = inhibition above about 20%, passing the limit was not always enough;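 note: each value is inhibition by a whole ten-compound pool holding the compound; 0% = enzyme with no mixture and 100% = wells lacking enzyme; strong numbers were not always called active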
* hit, by the source's call; . = no result given.

SMILES	CatB mixtures	CatL block	AP complement	CatB inh	CatG inh	C1s block	CatS inh	E coli RNAP	FXIa mix inh
CCc1ccccc1N(CC(=O)Nc1cccc(N(C)S(C)(=O)=O)c1)S(C)(=O)=O	0	11	1	6	9	3	9	7	-4
N[C@@H](Cc1ccccc1)c1nnc2sc(SCc3ccccc3)nn12	2	11	4	2	8	8	-7	6	6
CC(=O)c1c(C)[nH]c(C(=O)Nc2ccc3c(c2)OCCO3)c1C	-5	4	9	-5	3	-4	0	-4	4
Cc1ccccc1C1CC(c2ccccc2)Nc2ncnn21 (centres undefined)	3	39	-24	3	-10	-9	24	-2	0
CCCCCn1c(N2CCOCC2)nc2c1c(=O)n(CC(N)=O)c(=O)n2C	1	0	-7	4	0	-14	15	11	9
Cc1cccc(N2CCN(C(=O)CSCc3c(C)noc3C)CC2)c1C	-1	16	12	1	9	11	3	4	-2
O=C(NCCN1CCOCC1)c1cc(S(=O)(=O)NCCCN2CCCC2=O)ccc1Cl	1	-9	3	2	3	-19	-11	1	-5
COc1cccc(C(C(=O)NC(C)(C)C)N(C(=O)CCC(=O)Nc2cc(C)on2)C(C)C)c1OC (centres undefined)	2	0	-2	3	-4	-3	5	1	3
COc1cc(C(=O)Nc2nc(-c3cccs3)cs2)cc(OC)c1OC	3	-10	18	2	9	12	-5	-1	5
CCCC(C)NC(=O)c1ccc(F)cc1 (centres undefined)	-4	.	11	5	3	-36	-3	3	-2
CCOC(=O)CCc1nc2ccccc2[nH]1	0	-3	-8	0	-10	-18	-5	-6	-2
Nc1ncnc2nc(SCC(=O)N3CCN(c4ccccc4)CC3)[nH]c12	5	6	5	0	-3	-4	16	8	4
O=C1NCC(O)=C1C=NCCCO	4	24	13	3	9	-17	4	3	8
CCOC(=O)c1cccc(NC(=O)C2CCCO2)c1 (centres undefined)	8	9	16	-2	-2	0	5	5	5
O=c1cc(NCc2ccco2)c2ccccc2o1	5	21	-8	4	9	12	3	11	3
Cn1c(SCc2ccc(F)cc2)nnc1-c1ccccn1	-2	.	6	6	12	3	7	11	8
CCCn1c(CCNC(=O)c2cccs2)nc2ccccc21	4	.	18	-4	-1	-35	4	1	1
Cc1c(NC(=O)c2ccc(COc3ccc4ccccc4c3)o2)c(=O)n(-c2ccccc2)n1C	2	9	-2	1	9	0	-13	6	2
O=C(CCCSc1nnc(-c2cccs2)n1CC1CCCO1)c1ccccc1 (centres undefined)	-5	-13	13	-3	-1	1	-7	-8	8
CN(c1nc2ccccc2n2c(-c3ccco3)nnc12)S(=O)(=O)c1ccccc1	-10	-19	6	-1	-5	-104	-20	.	-14
COc1ccc(S(=O)(=O)N2CCN(C(=O)COc3ccc4c(C)cc(=O)oc4c3)CC2)cc1	-1	-1	8	1	3	1	-4	-9	10
Cc1nn(-c2ccccc2)c2c1C(=O)NC(=O)C(C)(C)C2	1	4	6	1	10	-27	0	15	9
Cc1cc(C)n(C(=O)CNc2cccc(Cl)c2C)n1	5	5	0	5	14	-3	8	11	6
Cc1nn(-c2ccccc2)c2sc(C(=O)OCC(=O)N3CCCCC3)cc12	41	-3	2	7	-9	-9	13	5	1
O=C1CN(C(=O)c2cnccn2)c2ccccc2N1	4	8	0	3	13	1	17	9	14
O=C(OCC(=O)N1CCN(c2ccccc2)CC1)c1ccco1	3	6	7	6	6	12	-8	3	7
CCOP(=O)(c1ccc(N(C)C)cc1)C(O)c1ccc(Cl)cc1 (centres undefined)	4	0	12	-3	-31	-26	-9	-2	6
COc1cc2c(cc1OC)C(c1ccc3c(c1)OCO3)CC(=O)N2 (centres undefined)	-5	-6	7	-1	-1	-5	-1	-2	5
COC(=O)c1ccc(Oc2cc(C)nc(SC)n2)cc1	0	2	-3	-3	-1	0	-1	7	-1
Cc1cc(C)n(-c2nc3ccccc3n3nnnc23)n1	2	15	15	8	8	3	12	12	-2

5 compounds drawn at random from the list so far, as already listed:
SMILES	CatB mixtures	CatL block	AP complement	CatB inh	CatG inh	C1s block	CatS inh	E coli RNAP	FXIa mix inh
COC(=O)c1ccc(Oc2cc(C)nc(SC)n2)cc1	0	2	-3	-3	-1	0	-1	7	-1
CN(c1nc2ccccc2n2c(-c3ccco3)nnc12)S(=O)(=O)c1ccccc1	-10	-19	6	-1	-5	-104	-20	.	-14
COc1cc2c(cc1OC)C(c1ccc3c(c1)OCO3)CC(=O)N2 (centres undefined)	-5	-6	7	-1	-1	-5	-1	-2	5
Cn1c(SCc2ccc(F)cc2)nnc1-c1ccccn1	-2	.	6	6	12	3	7	11	8
O=C1CN(C(=O)c2cnccn2)c2ccccc2N1	4	8	0	3	13	1	17	9	14

Next structures.
SMILES	CatB mixtures	CatL block	AP complement	CatB inh	CatG inh	C1s block	CatS inh	E coli RNAP	FXIa mix inh
CSc1nncn1/N=C/c1cc(Cl)ccc1F	1	1	6	3	-1	2	0	-4	9
Cc1ccc2c(c1)C(C)(C)[C@]1(C)NC(=O)CCN21	5	16	14	6	7	14	1	9	3
CCN1CCN(C(=O)C2=C(C(=O)O)CCCC2)CC1	5	11	8	0	13	14	15	7	10
COc1ccccc1N1CCN(C(=O)CSc2nc3ncnc(N)c3[nH]2)CC1	4	12	18	0	-8	-23	-10	4	0
COc1ccc(-n2cnnc2SCc2ncc(-c3ccccc3)o2)cc1	-4	0	9	0	12	-2	4	7	1
CC(C)c1ncc(C(O)c2cccc3ccccc23)n1C (centres undefined)	28	2	-4	6	1	14	27	12	26
COc1ccc(OC)c(NC(=O)CC(Cc2ccccc2OC)C(=O)O)c1 (centres undefined)	-1	0	7	-3	-2	-12	-5	4	2
Cc1ccc(S(=O)(=O)N2CCN(C(=O)CN3CCOCC3)C2c2ccccc2)cc1 (centres undefined)	-10	.	-3	5	-15	-56	3	10	-12
CC1=NC(C)Cc2ccccc21 (centres undefined)	2	3	14	2	6	3	-3	-1	0
CCNC(=O)C1CC(=O)N(Cc2ccc(F)cc2)C(=Nc2ccc(OC)cc2)S1 (centres undefined)	-2	2	11	-2	45	29	-2	2	8
CC(=O)Nc1ccc(N/C=C/C(=O)C(C)(C)C)cc1	4	-2	4	3	8	5	7	9	21*
COc1ccc(CCNC(=O)C2(C)CCC(=O)N2Cc2ccc3c(c2)OCO3)cc1OC (centres undefined)	1	3	-5	2	3	0	5	10	1
Fc1ccc2c(Cl)c(-c3nnc(-c4cccs4)o3)sc2c1	-2	-13	3	-1	4	0	-8	0	0
Cc1nnc(SCCn2c(N(C)Cc3ccccc3)nc3c2c(=O)[nH]c(=O)n3C)s1	0	13	13	-9	9	-1	13	8	-6
Cn1c(SC/C=C/c2ccccc2)nnc1-c1cnccn1	7	1	-4	9	-13	-56	12	0	-3
O=C(COc1ccc(Cl)cc1)OCC(=O)N1CCCC1	-5	12	-4	-1	-1	-2	4	3	7
Cc1ccc(S(=O)(=O)NCCCCCC(=O)N(C)C)cc1	0	5	-4	5	-7	-12	17	5	1
COc1ccccc1N(CC(=O)Nc1ccccc1C(=O)NCC(C)C)S(C)(=O)=O	0	9	2	7	55	11	11	6	19
C=CCOC(=O)C(C#N)c1nc2ccccc2nc1N1CCN(Cc2ccc3c(c2)OCO3)CC1 (centres undefined)	1	0	14	2	-4	-3	2	-3	3
CC(=O)c1cccc(NC(=O)N2CCCC2C(=O)NC2CCCCC2)c1 (centres undefined)	-1	12	7	2	10	10	6	7	3
CCCc1nc2ccccc2c(=O)n1/N=C/c1ccc(O)cc1	2	13	29	3	5	-17	6	0	-5
COc1ccc(CCNS(=O)(=O)c2ccc(F)cc2)cc1OC	7	4	-9	8	-15	-55	16	4	-2
CCN1CCN(Cc2nc3c(c(=O)n(C)c(=O)n3C)n2CCCc2ccccc2)CC1	4	.	16	-1	13	7	-2	4	1
CCN(CC)C(=O)CSc1nc2ccccc2c(=O)n1-c1ccccc1OC	-7	4	19	0	9	1	3	7	-3
CCCCC(=O)NCCNc1nc2c(c(=O)n(C)c(=O)n2C)n1Cc1ccccc1	2	8	0	0	1	0	10	0	8
Cc1ccc(C2/C(=C(\O)c3c(C)nc4ccccn34)C(=O)C(=O)N2CCCN2CCOCC2)o1 (centres undefined)	-1	10	-9	2	4	5	7	10	4
CC(=O)c1ccc(OCC(O)CN2CCN(c3ccccn3)CC2)cc1 (centres undefined)	4	-10	21	-2	-2	-25	-2	-2	11
CCc1ccccc1N1CSC2=C(C#N)C(c3ccccc3F)CC(=O)N2C1 (centres undefined)	8	.	16	-1	0	-37	0	5	1
Cc1cc(C)n(-c2ncc(-c3ccccc3)nn2)n1	2	-10	24	1	7	30	-5	1	6
Cc1cccc(N=C2NC(=O)/C(=C3/C(=O)N(C)c4ccccc43)S2)c1C	0	-3	-1	1	-8	-29	-9	3	-2
Cc1ccc(NC(=O)C2CCCN2S(=O)(=O)c2cccc3cccnc23)cc1F (centres undefined)	7	7	24	3	5	18	-3	6	7
O=C(O)C1CCCN1S(=O)(=O)c1ccc(Br)s1 (centres undefined) (tested in a mixture with another compound)	-1	-5	13	1	8	-8	-5	3	0
CCOC(=O)C(NC(C)=O)(N1CCOCC1)C(F)(F)F (centres undefined)	0	9	7	2	9	9	-9	8	6
O=C(CSc1nccn1-c1ccc(Cl)cc1)Nc1ccc2c(c1)OCO2	7	23	18	3	11	19	8	8	8
CCOc1ccc(Cc2nn[nH]n2)cc1	-7	3	13	3	6	-9	-1	3	-4
Cn1c(SCC(=O)Nc2ccc3cn[nH]c3c2)nnc1-c1cccs1	4	-7	15	0	8	12	4	5	6
Cc1nc(CC(=O)Nc2nc(-c3ccccc3)cs2)cs1	-1	6	-1	-1	-8	-24	3	2	1
COCCCNC(=O)c1ccc(C(=O)NCCCOC)cc1	-1	-2	29	-1	0	4	0	0	4
O=C(O)Cc1ccc(NC(=O)C2CC=CCC2C(=O)O)cc1 (centres undefined)	3	-4	5	-4	0	3	-1	7	4
COc1cccc(C2C(C(N)=O)=C(C)Nc3nc(-c4cccc(Cl)c4)nn32)c1 (centres undefined)	-2	13	3	4	9	-26	10	9	2
COC(=O)c1c(N)sc(C(=O)N2CCOCC2)c1C	3	-1	-3	6	-7	34	5	-5	2
CCOc1ccc(C(=O)C(c2ccccc2)N2CCOCC2)cc1 (centres undefined)	2	6	12	3	11	-8	-2	10	0
COc1ccc(S(=O)(=O)N2CCN(C(=O)c3cccs3)CC2)cc1	-4	-22	9	-3	1	-15	-5	1	3
O=C(NCCCc1ccccc1)C1CCN(c2nnc(-n3cccc3)s2)CC1	6	5	9	2	9	-2	6	10	12
COc1ccc(C(=O)Nc2ccc(-c3cn4ccsc4n3)cc2)cc1S(=O)(=O)N1CCOCC1	-5	-1	11	-3	-5	-14	-7	3	0
CC1(C)CC(=O)c2cnc(NC(=O)CSc3nc4ccccc4o3)nc2C1	3	2	-4	3	-7	3	-1	3	2
COc1ccccc1-c1coc2c(CN3CCN(CCO)CC3)c(O)ccc2c1=O	-11	-11	5	-1	4	-40	-10	-9	-3
Cc1nc2sc3c(c2c2nc(-c4ccco4)nn12)CCCC3	-4	7	18	-4	1	1	-5	-5	8
CCC(Oc1ccccc1)C(=O)Nc1ccc(-c2nnc(-c3ccco3)o2)cc1 (centres undefined)	-1	10	9	0	-3	-9	17	-4	-4

Not all compounds are listed; count on the stated rates, not on these rows.
